MEX-5 binding: MEX-5 zinc finger RNA-binding disruptors – biochemical, C. elegans, fluorescence polarization, MLPCN library, primary screen. Zinc finger protein mex-5 (Caenorhabditis elegans), Q9XUB2. MEX-5/FITC-TCR2 RNA binding; stronger effect = lower value. activity score (negative = inhibition of binding), % at 10 µM. 300,000 tested, 0.38% active;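 active means inhibition past about -25% in most replicates, and total fluorescence under double the plate's negative control median, limit read from the data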;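 further: 0% = DMSO and -100% = 5 µM competing unlabeled TCR2 RNA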
MCL1 BIM primary: inhibitors of MCL1 binding to BIM-BH3, primary screen, biochemical, fluorescence polarization; Induced myeloid leukemia cell differentiation protein Mcl-1 (Homo sapiens), Q07820; GST-MCL1 / FITC-Bim-BH3 fluorescence polarization; inhibition, % at 10.9 µM; 320,000 tested, 0.68% active; AID 2057, 2009;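 active means inhibition above the mean inhibition of all tested compounds plus 3 SD, set per campaign, cut at about 40% in these data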;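 further: 0% = DMSO wells and 100% = unlabeled Bim-BH3 peptide control; higher means more loss of mP so more displacement of Bim peptide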
Target sequence (Q07820 whole entry, looked up): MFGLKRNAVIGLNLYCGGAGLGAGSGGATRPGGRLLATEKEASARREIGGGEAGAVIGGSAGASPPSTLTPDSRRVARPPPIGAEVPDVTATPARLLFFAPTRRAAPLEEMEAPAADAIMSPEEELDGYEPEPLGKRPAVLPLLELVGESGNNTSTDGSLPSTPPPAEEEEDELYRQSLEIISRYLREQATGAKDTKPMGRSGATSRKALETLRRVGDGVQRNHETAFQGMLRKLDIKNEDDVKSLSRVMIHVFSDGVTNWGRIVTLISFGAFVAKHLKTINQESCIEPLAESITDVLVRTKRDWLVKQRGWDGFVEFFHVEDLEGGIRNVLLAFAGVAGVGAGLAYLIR
ZTA counter: blocks Epstein-Barr virus ZTA, an EBNA-1 counter-screen; P03206; ZTA-DNA binding, fluorescence polarization; 320,000 tested, 0.15% active; inhibition, % at 11 µM; AID 2234; in the data active means inhibition above about 33%
Target sequence (P03206 whole entry, looked up): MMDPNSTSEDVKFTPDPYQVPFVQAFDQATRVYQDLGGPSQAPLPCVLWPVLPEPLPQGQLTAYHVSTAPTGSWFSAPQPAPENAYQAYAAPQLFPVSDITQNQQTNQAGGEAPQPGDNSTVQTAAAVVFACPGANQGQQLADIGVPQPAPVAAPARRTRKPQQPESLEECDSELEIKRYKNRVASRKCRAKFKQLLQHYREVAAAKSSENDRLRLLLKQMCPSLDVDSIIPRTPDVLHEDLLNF
EBNA-1 inh: EBNA-1 DNA-binding inhibitors, primary screen, biochemical, fluorescence polarization. inhibition, % at 14.8 µM. 300,000 tested, 0.34% active. AID 1950, 2009; in the data active means inhibition above about 28%
Efflux pump inh: inhibitors of Candida efflux pumps in yeast, primary screen, S. cerevisiae, Nile Red, multiplex | S. cerevisiae Candida pump triplex | inhibition, % at 10 µM | 330,000 tested, 0.44% active | AID 485275, 2010;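 active means plate passing quality check with inhibition over a set limit, or well fluorescence over plate mean plus 4 SD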;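 further: Nile Red retained in pooled yeast measured as flow cytometry median fluorescence; 0% = buffer negative control and 100% = Enniatin B positive control; higher means more Nile Red kept so more efflux inhibition; some compounds called inactive have numbers as strong as hits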
Yeast superoxide: reduction of superoxide in aged yeast, primary screen, HTS; S. cerevisiae aged cells, superoxide DHE fluorescence; stronger effect = lower value; superoxide response (% of plate mean), % at 10 µM; 330,000 tested, 0.18% active; AID 2690, 2010;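 active means superoxide response under a set limit, about three screen SD below normal, cut at about 65% in these data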;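 further: yeast aged for seven days with compound at 30 °C before DHE staining; 100% = average MFI of all compound-treated wells on the plate with controls excluded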
GLD-1 RNA inh: GLD-1/TGE RNA complex disruptors, primary screen, biochemical, fluorescence polarization; Female germline-specific tumor suppressor gld-1 (Caenorhabditis elegans), Q17339; purified GLD-1 + fluorescein TGE RNA; inhibition, % at 5.96 µM; 320,000 tested, 0.44% active; AID 2280, 2010;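 active means percent inhibition above a per-plate cutoff, the plate mean of test compounds plus 3 SD, cut at about 30% in these data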;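 further: 0% = DMSO wells with GLD-1 and probe and 100% = wells lacking GLD-1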
Target sequence (Q17339 whole entry, looked up): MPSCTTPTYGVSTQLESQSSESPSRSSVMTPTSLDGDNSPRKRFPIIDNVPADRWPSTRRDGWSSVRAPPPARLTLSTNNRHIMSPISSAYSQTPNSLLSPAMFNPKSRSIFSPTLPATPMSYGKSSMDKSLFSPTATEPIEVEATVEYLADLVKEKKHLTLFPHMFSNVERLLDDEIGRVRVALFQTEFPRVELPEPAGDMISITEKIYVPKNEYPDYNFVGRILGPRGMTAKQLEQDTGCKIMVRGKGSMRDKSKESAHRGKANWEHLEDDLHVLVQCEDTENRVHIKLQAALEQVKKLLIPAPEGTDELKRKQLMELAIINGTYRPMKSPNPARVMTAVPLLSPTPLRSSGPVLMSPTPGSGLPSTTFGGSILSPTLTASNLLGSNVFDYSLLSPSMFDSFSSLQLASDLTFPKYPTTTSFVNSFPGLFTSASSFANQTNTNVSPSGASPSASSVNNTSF
Fam108B counter: mouse Fam108B serine hydrolase inhibitors, primary screen, counter-screen for RBBP9 inhibitor project, biochemical, fluorescence polarization. 300,000 tested, 0.33% active. inhibition, % at 9.51 µM. recombinant Fam108B, FP-Rh probe fluorescence polarization. AID 1947, 2009;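 active means inhibition above the screen mean inhibition plus 3 SD, computed separately per campaign, cut at about 18% in these data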;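 further: inhibitors lower polarization as less probe binds the enzyme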
Bcl-xL primary: inhibitors of human Bcl-xL, primary screen, biochemical, fluorescence polarization, HTS; Bcl-2-like protein 1 (Homo sapiens), Q07817; GST-Bcl-xL / FITC-Bim BH3 peptide fluorescence polarization; inhibition, % at 10.9 µM; 320,000 tested, 0.7% active; AID 2129, 2009;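 active means inhibition above the mean of all tested compounds plus 3 SD, cutoff set per campaign, cut at about 30% in these data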;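 further: 0% = DMSO wells and 100% = unlabeled Bim-BH3 peptide competitor; inhibitors lower millipolarization by displacing the labeled peptide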
Active calls of the source: *; nt = not tested or not shown. Outcome played no part in choosing rows; about 2.3% have a hit in one of these screens.

smiles,EBNA-1 inh,Fam108B counter,MCL1 BIM primary,GLD-1 RNA inh,Bcl-xL primary,ZTA counter,Efflux pump inh,MEX-5 binding,Yeast superoxide
CCN(CC(=O)N1CCN(Cc2ccccc2)CC1)S(=O)(=O)c1ccc(C)cc1,7,-6,-1,5,5,-11,0.2,3.0,120
CC(C)[C@@H](C(=O)NCC1CCCO1)N1C(=O)N2CCc3c([nH]c4ccccc34)[C@@]2(C)C1=O (stereo not given in full),1,4,-1,-1,-1,2,-0.2,0.0,98
CCc1noc(C)c1C(=O)Nc1ccccc1C(C)(C)C,-17,0,-33,1,-8,0,0.0,2.8,111
O=C1C(=O)N(CCN2CCOCC2)C(c2ccc(Cl)cc2)/C1=C(/O)c1ccc(S(=O)(=O)N2CCOCC2)cc1 (stereo not given),-1,3,2,7,6,-2,-0.1,1.7,94
CC(=O)Nc1cccc(/C(C)=N/N2C(C)CCCC2C)c1 (stereo not given),0,-3,-1,0,4,-10,0.0,1.4,115
CCOC(=O)CNC(=O)N1CCCC(C(=O)c2cc(C)c(OC)c(C)c2)C1 (stereo not given),13,-2,3,-2,1,9,0.0,0.1,102
O=C1CCN(Cc2ccccc2)CCN1[C@H](CO)c1ccccc1,8,0,9,-3,-2,0,-0.1,1.6,97
CCc1nc2oc3ccccc3c(=O)c2c(=O)n1Cc1ccccc1,-1,-1,4,2,3,5,0.2,-0.5,97
CSc1cccc(CN2CCCC(CNC(=O)c3ccco3)C2)c1 (stereo not given),9,-3,4,2,2,-3,0.1,-0.1,99
CCC1C(=O)C(C)(C)C(=O)OC1c1ccc([N+](=O)[O-])cc1 (stereo not given),-4,2,-1,4,8,-13,-0.1,-0.3,103
Cc1nnsc1C(=O)NNC(=O)c1ccc(C(F)(F)F)cc1,14,2,-6,5,4,8,-0.1,-0.5,63*
CCc1ccc2oc(-c3cc(N)ccc3Cl)nc2c1,-4,5,4,2,4,-9,0.0,4.9,106
COc1ccc(C(=O)O/N=C(/c2ccccc2)c2ccncc2)cc1,2,2,-2,3,9,13,0.0,1.5,110
CC1CCCCC1NC(=O)CC1Oc2ccccc2NC1=O (stereo not given),4,3,-10,-12,-4,5,0.2,-3.7,102
CCOCC(=O)Nc1nnc(SCCOC)s1,-6,1,2,10,-1,-15,-0.2,0.5,99
COc1ccc(CN2CCOCCOCCOCC2)cc1,-9,-2,12,13,4,-26,-0.1,-1.1,100
CC(C)N(C(=O)Cn1c(SCC(=O)NC2CC2)nc2ccccc21)C(C)C,7,-1,-5,10,-3,-5,0.0,3.0,85
N#CCc1c(C#N)c(N)nc(N2CCOCC2)c1C#N,7,-2,4,9,2,7,0.1,-0.4,96
Cc1cccc(C(=O)NCCCN2CCCC2=O)c1,2,-2,6,4,6,7,0.1,-0.6,101
COc1ccc(C2=NS(=O)(=O)N(C)C(C(=O)NC(C)c3ccccc3)=C2)cc1OC (stereo not given),12,3,5,4,1,7,0.0,0.1,108
CSc1nnc(-c2cc[n+](C)cc2)n1CCO,8,1,-19,6,-6,8,0.2,1.2,113
CC(=O)c1c(C(C)=O)c(C)n(C(c2ccccc2)c2ccccc2)c1C,-1,-7,2,3,3,19,-0.1,-0.1,101
Cc1ccccc1NC(=O)OCc1cccnc1Sc1ccc(Cl)cc1,2,-8,7,-4,1,2,-0.4,0.6,90
O=C(O)c1ccc(NCc2ccc(Br)cc2)cc1,-11,1,4,0,10,3,0.1,-1.7,93
Clc1ccc(SCc2cc(-c3ccccc3)on2)cc1,3,10,8,8,4,-4,0.1,-4.1,76
O=C(CCCCCn1c(=S)[nH]c2cc3c(cc2c1=O)OCO3)N1CCN(c2ccccc2)CC1,-7,4,-1,-5,1,-27,0.0,2.3,89
O=C(O)CSc1c2ccccc2cc2ccccc12,15,6,22,7,10,-4,-0.1,-0.9,117
O=c1cc(C(F)(F)F)[nH]c2ccc(OC(F)(F)F)cc12,-7,-1,-7,2,-2,4,0.1,1.0,120
CCC(C)[C@H](NC(=O)OC(C)(C)C)c1nnc(SCc2c(C)[nH]c(=O)[nH]c2=O)o1 (stereo not given in full),-11,-2,3,0,-10,2,0.0,-2.2,92
CC(NC(=O)C1CCCN1S(=O)(=O)c1ccc2c(c1)n(C)c(=O)c(=O)n2C)c1ccccc1 (stereo not given),-5,2,6,0,-1,0,-0.1,1.6,88
CCOc1ccc(NC2=NCC(=O)N2Cc2cccs2)cc1,7,10,2,-3,5,-1,-0.1,0.2,108
COCCC(=O)N1CCC(Oc2ccc(C(=O)N3CCCC(OC)C3)cc2)CC1 (stereo not given),-9,4,3,4,1,7,-0.1,0.6,95
CC(C)N1CCN(Cc2ccccc2-c2ccco2)CC1CCO (stereo not given),11,3,0,-4,1,6,-0.5,-0.6,102
Cc1noc(C)c1CSCC(=O)OCc1nc2ccccc2c(=O)n1CC#N,10,1,7,3,7,-5,-0.1,-1.5,111
COC(=O)C(C)Sc1nc2c(c(=O)[nH]c(=O)n2C)n1CCC(C)C (stereo not given),2,3,-4,6,4,-16,-0.1,-0.5,108
CC(C)CCOc1ccc(C(=O)N2CCCC2C(=O)O)cc1 (stereo not given),-1,-3,7,-1,2,-6,-0.1,2.0,112
CC(C)C1N(C(=O)CN2CCCCC2)CCN1S(=O)(=O)c1ccccc1 (stereo not given),0,0,-1,1,0,6,0.1,-0.7,100
CCOc1ccc(C(C)NC(=O)C2CCCC2)cc1 (stereo not given),-11,1,-2,0,3,0,0.0,-0.1,108
COc1c2c(nc3occc13)C(CC=C(C)C)(OC)C(=O)C=C2 (stereo not given),-5,-2,0,3,7,-7,-0.1,0.0,100
O=C(CCCn1nnnc1CN1CCOCC1)N1CCC(c2ccccc2Cl)C1 (stereo not given),-5,-4,1,-11,3,0,0.4,1.6,131

Nine entries out of the list, arranged by heavy-atom count, lowest first.
smiles,EBNA-1 inh,Fam108B counter,MCL1 BIM primary,GLD-1 RNA inh,Bcl-xL primary,ZTA counter,Efflux pump inh,MEX-5 binding,Yeast superoxide
CCOc1ccc(C(C)NC(=O)C2CCCC2)cc1 (stereo not given),-11,1,-2,0,3,0,0.0,-0.1,108
O=c1cc(C(F)(F)F)[nH]c2ccc(OC(F)(F)F)cc12,-7,-1,-7,2,-2,4,0.1,1.0,120
CCOc1ccc(NC2=NCC(=O)N2Cc2cccs2)cc1,7,10,2,-3,5,-1,-0.1,0.2,108
COc1c2c(nc3occc13)C(CC=C(C)C)(OC)C(=O)C=C2 (stereo not given),-5,-2,0,3,7,-7,-0.1,0.0,100
CC(C)N1CCN(Cc2ccccc2-c2ccco2)CC1CCO (stereo not given),11,3,0,-4,1,6,-0.5,-0.6,102
CC(C)C1N(C(=O)CN2CCCCC2)CCN1S(=O)(=O)c1ccccc1 (stereo not given),0,0,-1,1,0,6,0.1,-0.7,100
Cc1noc(C)c1CSCC(=O)OCc1nc2ccccc2c(=O)n1CC#N,10,1,7,3,7,-5,-0.1,-1.5,111
O=C(CCCn1nnnc1CN1CCOCC1)N1CCC(c2ccccc2Cl)C1 (stereo not given),-5,-4,1,-11,3,0,0.4,1.6,131
CC(NC(=O)C1CCCN1S(=O)(=O)c1ccc2c(c1)n(C)c(=O)c(=O)n2C)c1ccccc1 (stereo not given),-5,2,6,0,-1,0,-0.1,1.6,88

(continued)
smiles,EBNA-1 inh,Fam108B counter,MCL1 BIM primary,GLD-1 RNA inh,Bcl-xL primary,ZTA counter,Efflux pump inh,MEX-5 binding,Yeast superoxide
CC(OC(=O)C1CC1)C(=O)Nc1ncc(Cl)cc1Cl (stereo not given),nt,nt,-2,1,6,-8,-0.2,nt,87
CC(C)n1c(C(O)c2ccc3c(c2)OCO3)nc2ccccc21 (stereo not given),0,2,7,2,3,18,0.4,-0.6,103
CC(C)(C)OC(=O)N1CCC2(CC1)Oc1ccc(F)cc1C(=O)C21CC(c2ccc(Cl)cc2)=NO1 (stereo not given),0,2,15,1,8,-8,0.2,0.1,103
COc1ccc(COn2nnc3ccc(S(=O)(=O)N4CCOCC4)cc32)cc1F,6,-2,4,2,9,10,-0.1,-2.4,98
CC1CCN(Cc2nnnn2CCCC(=O)NCCN2CCOCC2)CC1,-2,2,0,3,0,7,0.1,1.8,97
CCOc1ccc(CCNC(=O)COC(=O)c2cccnc2SC)cc1OCC,-6,-2,-2,2,-1,-10,0.2,-1.5,95
Brc1ccc(OCCCCCN2CCOCC2)cc1,-2,2,7,3,6,13,0.0,-1.0,83
COC(=O)c1ccccc1NC(=O)CSc1[nH]c(=O)cc(C)c1C#N,-3,-1,-6,-3,-1,-7,0.0,-1.7,105

Quoted at random: 2 entries already listed, in no set order.
smiles,EBNA-1 inh,Fam108B counter,MCL1 BIM primary,GLD-1 RNA inh,Bcl-xL primary,ZTA counter,Efflux pump inh,MEX-5 binding,Yeast superoxide
CC1CCN(Cc2nnnn2CCCC(=O)NCCN2CCOCC2)CC1,-2,2,0,3,0,7,0.1,1.8,97
Brc1ccc(OCCCCCN2CCOCC2)cc1,-2,2,7,3,6,13,0.0,-1.0,83

Later entries
smiles,EBNA-1 inh,Fam108B counter,MCL1 BIM primary,GLD-1 RNA inh,Bcl-xL primary,ZTA counter,Efflux pump inh,MEX-5 binding,Yeast superoxide
CC(c1ccccc1)C1NC(C(=O)O)CS1 (stereo not given),1,-1,9,1,5,7,0.0,-1.9,121
Cn1c(=O)c2c(nc(N3CCOCC3)n2C/C=C/c2ccccc2)n(C)c1=O,-4,3,1,4,5,2,-0.1,0.0,109
O=C(Nc1ccc(Br)cn1)c1coc(=O)c(Br)c1,-12,3,-2,0,-2,1,-0.1,-12,117
COCCN(C(=S)Nc1ccccc1C)C(C)c1ccco1 (stereo not given),-7,-2,7,6,1,0,-0.1,1.0,88
CN(Cc1c(F)cccc1Cl)C(=O)CNC(=O)c1ccc2c(c1)OCO2,7,-3,-3,1,0,7,0.1,1.7,99
CCN=c1scc(-c2ccccc2)n1/N=C/c1ccccn1,-6,2,11,5,7,-3,0.1,3.8,98
CCOC(=O)c1c(C)[nH]c(C(=O)OCC(=O)c2c(N)n(C)c(=O)n(C)c2=O)c1C,-17,-6,2,2,-3,8,0.1,-4.4,95
COc1cc(CCC(=O)OCC(=O)NC2CCCC(C)C2C)cc(OC)c1OC (stereo not given),-10,1,9,-12,-1,7,0.0,-0.3,118
c1ccc(CN2CCN(CCOCCOc3ccc4c(c3)CCC4)CC2)cc1,14,2,3,-1,6,10,0.1,-0.7,95
CCOC(=O)C(C)Oc1cccc2c(=O)n(CC(=O)NCCc3ccc(OC)c(OC)c3)ccc12 (stereo not given),1,-3,3,3,6,6,0.1,-3.5,80
CCN1CCN(CC(=O)N2N=C(c3ccc(OC)cc3)CC2c2ccc(OC)cc2)C(=O)C1=O (stereo not given),4,-5,-4,2,4,8,-0.1,-1.3,106

Compound activity (PubChem)
